Assay outcomes: PubChem, National Center for Advancing Translational Sciences (NCATS)
BAZ2B block = qHTS Assay for Inhibitors of BAZ2B. AlphaScreen BAZ2B-H3K14Ac peptide displacement. Potency, µM (titrated, usually from 114 µM), without a hit: at the highest dose activity change, negative = inhibition, most hits filed as inhibitors. AID 504333, 2011. 360,000 compounds, 4.4% hits; note: % is set by controls: 0 for no effect and ±100 for the full control effect; nearly all actives have a fitted effect of over 60% in size
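Inhibition is scored as reduced AlphaScreen emission. The BAZ2B/b-H3(5-23)K14Ac complex (50 nM each) in PBS pH 7.4, 0.01% Tween-20 meets compound (up to 110 uM) for 30 min at RT before bead addition.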
POLB inh = qHTS Assay for Inhibitors of DNA Polymerase Beta; Pol beta primer extension/strand displacement, fluorescence kinetic; Potency, µM (titrated, usually from 114 µM), inactives show top-dose activity change, negative = inhibition, hits mostly inhibitors; 340,000 compounds, 1.3% hits; AID 485314, 2010; note: % is set by controls: 0 for no effect and ±100 for the full control effect
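Reaction started by 50 nM substrate onto compound-treated Pol beta (10 nM, 15 min preincubation, room temperature); plates read at 0 min and 10 min. Normalized concentration-effect data fitted by four-parameter Hill equation.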
BLM helicase inh = qHTS Assay for Inhibitors of Bloom's syndrome helicase (BLM); 350,000 compounds, 0.2% hits; recombinant BLM DNA unwinding, fluorescence dequenching; Potency, µM (titrated, usually from 56.1 µM), inactives show top-dose activity change, negative = inhibition, most hits filed as inhibitors;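 note: plate controls were vehicle for no effect and no enzyme for full effect; nearly all actives have a fitted effect of over 35% in size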
APEX1 inh = qHTS Assay for Inhibitors of the Human Apurinic/apyrimidinic Endonuclease 1 (APE1); recombinant APE1, TAMRA/BHQ-2 abasic DNA cleavage fluorescence; 350,000 compounds, 0.35% hits; AID 2517, 2012; Potency, µM (top dose mostly 65.8 µM), for inactives: at the highest dose activity change, negative = inhibition, most hits filed as inhibitors; DNA repair nuclease/redox regulator APEX1 (Homo sapiens), P27695;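 note: plate controls were vehicle for no effect and reference inhibitor for full effect; nearly all actives have a fitted effect of over 55% in size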
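Incision of a quenched TAMRA/BHQ-2 THF abasic-site duplex (50 nM) by 0.75 nM APE1, after 15 min compound preincubation, measured as fluorescence increase over three 60 s reads. Values normalized to buffer, DMSO and NSC13755 control wells.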
Anesthetic bind = qHTS Assay for Identification of Novel General Anesthetics. Ferritin light chain (Equus caballus), P02791. apoferritin/1-aminoanthracene competitive binding, fluorescence. Potency, µM (titrated, usually from 77.5 µM), without a hit: at the highest dose activity change, negative = displacement, hits mostly inhibitors. 350,000 compounds, 0.074% hits. AID 485281, 2010; note: % is set by controls: 0 for no effect and ±100 for the full control effect; nearly all actives have a fitted effect of over 20% in size
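Read-out: endpoint 1-AMA fluorescence, excitation 380 nm and emission 535 nm, after compounds sit 10 min at room temperature with 10 uM horse-spleen apoferritin in 50% saturated 1-AMA/PBS. Values come from four-parameter Hill fits.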
Pol eta inh = qHTS for Inhibitors of Polymerase Eta; Potency, µM (top dose mostly 114 µM), without a hit: at the highest dose activity change, negative = inhibition, actives largely listed as inhibitors; recombinant Pol eta, fluorescent DNA replication assay; DNA polymerase eta (Homo sapiens), Q9Y253; 390,000 compounds, 1.2% hits; note: % is set by controls: 0 for no effect and ±100 for the full control effect
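Pol eta (10 nM) was preincubated with compounds for 15 min at room temperature, after which fluorescent replication substrate (50 nM final) was added to start the reaction. Fluorescence was read kinetically at 0 and 10 min.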
Pol kappa inh = qHTS for Inhibitors of Polymerase Kappa; purified Pol kappa, fluorescent DNA synthesis assay, 10 min; Potency, µM (titrated, usually from 107 µM), inactives show at the highest dose activity, negative = inhibition, hits mostly inhibitors; AID 588579, 2011; 400,000 compounds, 0.53% hits; DNA polymerase kappa (Homo sapiens), Q9UBT6; note: % is set by controls: 0 for no effect and ±100 for the full control effect
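First, compounds were pin-transferred onto 10 nM Pol kappa. After 15 min at room temperature, substrate was added to 50 nM final. Fluorescence was then measured kinetically at 0 and 10 min.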
POLI inh = qHTS for Inhibitors of Polymerase Iota | Pol iota fluorescent replication assay, 10 min | AID 588590, 2011 | Potency, µM (titrated, usually from 115 µM), inactives show top-dose activity, negative = inhibition, most hits filed as inhibitors | 390,000 compounds, 1% hits | DNA polymerase iota (Homo sapiens), Q9UNA4
Target sequence (Q9UNA4 whole entry, looked up): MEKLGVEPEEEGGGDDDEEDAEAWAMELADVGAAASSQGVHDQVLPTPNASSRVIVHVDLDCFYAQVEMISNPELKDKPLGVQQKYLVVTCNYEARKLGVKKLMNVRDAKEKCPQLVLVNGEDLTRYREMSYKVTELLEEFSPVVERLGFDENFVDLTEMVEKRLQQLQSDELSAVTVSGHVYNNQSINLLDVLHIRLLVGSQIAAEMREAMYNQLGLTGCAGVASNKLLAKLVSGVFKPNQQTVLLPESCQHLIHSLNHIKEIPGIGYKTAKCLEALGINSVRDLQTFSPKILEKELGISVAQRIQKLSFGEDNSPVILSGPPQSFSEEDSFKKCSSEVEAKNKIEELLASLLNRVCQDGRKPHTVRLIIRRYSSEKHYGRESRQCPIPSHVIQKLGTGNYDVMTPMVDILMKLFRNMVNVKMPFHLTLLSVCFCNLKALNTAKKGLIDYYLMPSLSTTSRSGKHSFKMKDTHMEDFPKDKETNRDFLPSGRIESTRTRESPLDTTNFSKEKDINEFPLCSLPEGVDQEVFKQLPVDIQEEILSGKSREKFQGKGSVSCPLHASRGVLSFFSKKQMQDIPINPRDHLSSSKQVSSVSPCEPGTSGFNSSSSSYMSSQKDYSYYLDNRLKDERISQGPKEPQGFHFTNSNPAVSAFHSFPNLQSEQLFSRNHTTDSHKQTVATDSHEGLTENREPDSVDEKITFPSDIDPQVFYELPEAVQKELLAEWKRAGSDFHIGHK
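Fluorescent replication assay read twice, at 0 min and 10 min after adding 50 nM (final) substrate. Enzyme (10 nM) and compounds were first incubated 15 min at room temperature; enzyme-free buffer wells were negative controls.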
G9a block = qHTS Assay for Inhibitors of Histone Lysine Methyltransferase G9a; 350,000 compounds, 8.8% hits; G9a H3K9 monomethylation, AlphaScreen, 2 h; Potency, µM (series often up to 102 µM), for the others: at the top dose activity, negative = inhibition, actives largely listed as inhibitors; note: % is set by controls: 0 for no effect and ±100 for the full control effect; nearly all actives have a fitted effect of over 75% in size
Target sequence (Q96KQ7 913-1193 limits assumed): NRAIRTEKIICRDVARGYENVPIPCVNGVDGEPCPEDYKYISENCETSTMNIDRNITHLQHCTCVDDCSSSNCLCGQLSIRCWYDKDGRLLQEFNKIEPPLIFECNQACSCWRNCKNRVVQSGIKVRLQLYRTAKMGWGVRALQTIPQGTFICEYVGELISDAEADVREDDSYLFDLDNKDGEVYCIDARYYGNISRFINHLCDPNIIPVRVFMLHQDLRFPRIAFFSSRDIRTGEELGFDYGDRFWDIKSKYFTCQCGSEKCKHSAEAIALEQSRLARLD
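Using a bead-based AlphaScreen, monomethylated H3K9 product from 2 h room-temperature reactions (G9a 20 nM, peptide 500 nM, SAM 20 uM) was detected with 0.5 ug/mL rabbit anti-H3K9me1 antibody.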
Active calls of the source: *; ? = inconclusive; nt = not tested or not shown; [ ] = remark or other dose. Calls come from the whole dose curve; as a rule, active = well fitted curve in the direction sought with a large enough effect; inconclusive = small, poorly fitted or top-dose-only effect, or another doubt; inactive = no such curve, though single readings can be large; an effect the other way counts as inactive or inconclusive. Potency is the fitted concentration of half-maximal effect. A portion of the library; rates above refer to the full screens.

Fields – BAZ2B block, POLB inh, BLM helicase inh, APEX1 inh, Anesthetic bind, Pol eta inh, Pol kappa inh, POLI inh, G9a block
CC(=O)Nc1ccc(NC(=O)COc2ccccc2C(=O)Nc2cccc(Cl)c2Cl)cc1
  -1%, 9%, -4%, 0%, 2%, 4%, 4%[60.1 µM], 42%[activator], -8%[59 µM]
O=C(CNC(=O)Cc1ccccc1)NCC(=O)OCC(=O)c1ccccc1Cl
  8%, 18%, 1%, -1%, -19%, -10%, -3%, 11%, 0%[59 µM]
CC(C)(C)C(=O)Nc1nc2ccc(S(C)(=O)=O)cc2s1
  -5%, -4%, -1%, -8%, -6%, -15%, 3%, 32%[activator], 4%
O=C(O)CN(CCN(CC(=O)O)CC(=O)O)CCN(CC(=O)O)CC(=O)O
  nt, -4%[57.1 µM], -5%, 3%, -1%[29.3 µM], -1%[57.1 µM], 6%[60.1 µM], -9%[58.9 µM], -11%[59 µM]
COc1ccc(S(=O)(=O)N2CCOCC2)cc1C(=O)N(C)Cc1ccccc1F
  5%, nt, nt, 2%, nt, -3%, 13%, 28%, 0%[2.33 µM]
COc1cc(C2CC(=O)Nc3c2c(C)nn3-c2nncc(-c3ccc(C)cc3)n2)cc(OC)c1OC (stereo not drawn)
  0%, -13%, -5%, nt, -12%, -11%, 7%, 13%, -29%[59 µM]
CC(C)(C)c1ccc(C(=O)NCC(=O)OCc2ccc([N+](=O)[O-])cc2)cc1
  7%, 24%, -2%, 2%, -10%, -21%, -2%, -7%, 16%[59 µM]
Cc1cccn2c(CN(C)CC3Cc4ccccc4O3)c(C(=O)N3CCCCC3)nc12 (stereo not drawn)
  -31%, 2%, 2%, -2%, -9%, -6%, 6%, 4%, -16%
NS(=O)(=O)c1ccc(NN=C2CCN(Cc3ccccc3)CC2)c([N+](=O)[O-])c1
  8%, 8%, -8%, 1%, ?, -4%, -14%, 109%[activator], 45µM*
O=C1/C(=C\c2ccc(O)cc2)SC(=S)N1/N=C/c1ccc(O)cc1
  ?, ?, -9%, -1%, -15%, -18%, -13%, ?, nt
CCN(CC)CCNC(=O)c1cc2c(=O)[nH]c3ccc(C)cc3c2s1
  -4%, -10%, -3%, nt, 55%[activator], -15%, -1%, 7%, -24%[59 µM]
CCOC(=O)c1ccc(NC(=O)Oc2ccccc2)cc1
  10%, -13%, -1%, 1%, -13%, 7%, -4%, 4%, 9%[59 µM]
NC(=O)c1nsc(C(=O)N(CC(=O)NC2CCCC2)c2cccc(C(F)(F)F)c2)c1N
  10%, 0%, -3%, 65%[activator], -12%, -5%, 3%, -20%, 4%
O=C(Nc1nc2c(F)c(F)c(F)cc2s1)c1ccco1
  -3%, -16%, -5%, 46%[activator], 8%, -11%, 0%, 12%, 9%
COc1ccc2[nH]c(=O)c(C(c3nnnn3C3CCCC3)N(C)C3CCCCC3)cc2c1 (stereo not drawn)
  22%, ?, -2%, 1%, -14%, 1%, -9%, 9%, 13%[59 µM]
CCN(CC)c1nc(Nc2ccc(Cl)cc2)nc(OCC#N)n1
  5%, 1%, -5%, -7%, 4%, -6%, -15%, 13%, 5%[59 µM]
COc1ccc(OC)c(CC(NC(C)=O)C(=O)NC2CCN(c3cc(C)nc4ncnn34)CC2)c1 (stereo not drawn)
  5%, 3%, -2%, -1%, -5%, nt, nt, nt, 12%
CC(=NCCN1CCNCC1)C1=C(O)CC(C)(C)CC1=O
  -1%, -2%, 2%, -5%, -9%, -5%, -6%, 1%, -38%
CCOC(=O)C(C)Sc1nnc2n1C(C)(C)Cc1ccccc1-2 (stereo not drawn)
  -13%, 1%, -3%, 3%, -7%, -8%, 7%, -3%, -23%[59 µM]
O=C(CCSc1ccccn1)Nc1ccc(Br)cc1
  11%, -11%, -3%, 1%, -13%, -3%, -19%, 76%[activator], 11%[59 µM]
COc1c(Cl)ccc(Cl)c1C(=O)NC(=S)N1CCOCC1
  ?, -9%, 2%, 2%, 0%, -14%, -4%, 13%, nt
N#Cc1ncc(Cl)c2ccccc12
  38%[activator], ?, 1%, 2%, 1%, -1%, 3%, 9%, 43%
Cc1ccc(C(=O)O/N=C(\N)c2nonc2N)cc1
  5%, 1%, 2%, 2%, -9%, -20%, -1%, 142%[activator], 19%[59 µM]
CN(C)CCCN(C(=O)c1ccc(S(=O)(=O)N2CCCCCC2)cc1)c1nc2cc3c(cc2s1)OCCO3
  ?, nt, nt, -2%, nt, -12%, -7%, 8%, 45µM*
COCc1nnc(NC(=O)c2cccc(NC(=O)c3ccccc3)c2)s1
  -16%, -4%, -1%, -5%, -5%, 3%, -14%, 7%, nt
O=C(OCC(=O)N1CCC(Cc2ccccc2)CC1)c1ccc(CO)cc1
  8%, nt, nt, 12%, nt, -6%, -6%, 78%[activator], 12%[12.7 µM]
COc1cccc(NC(=O)CSc2nnc(Cn3cnc([N+](=O)[O-])n3)n2C)c1
  0%, -29%, 0%, -3%, -2%, -11%, -4%, 71%[activator], 3%
Cc1cccc(NC(=O)N2CCN(Cc3ccc(Cl)cc3)CC2)c1
  -13%, 2%, -2%, -2%, -9%, -1%, -14%, 13%, 4%
COc1ccccc1OCC(=O)N1CCCC(Nc2cccc(F)c2)C1 (stereo not drawn)
  1%, 35%, -4%, 5%, -15%, -16%, -20%, 16%, nt
COc1cc(C(=O)Nc2cccc(C(C)=O)c2)cc(OC)c1OC
  -6%, -2%, -3%, 4%, -5%, -18%, 1%, 25%, 4%
CC(c1cccnc1)N(C(=O)Nc1ccccc1)C1CCCCC1 (stereo not drawn)
  -2%, 27%, 1%, -2%, -14%, -8%, -2%, 18%, 5%
CO/N=C/c1ccc(Oc2ccc([N+](=O)[O-])cc2[N+](=O)[O-])c(OC)c1
  ?, ?, -8%, -4%, 0%, -20%, -5%, 5%, ?
O=C(CSc1ccc(-c2ccccc2)nn1)NCc1ccco1
  4%, 4%, 2%, 6%, 3%, 0%, -1%, 14%, -5%[59 µM]
CC(=O)Nc1ccc(N=Nc2ccc(O)cc2)cc1
  -12%, -3%, 2%, 1%, 5%, -21%, -12%, -9%, -14%[59 µM]
Cc1ccc(/C=C/c2ccc(N(C)C)cc2)[n+](C)c1
  ?, -3%, 3%, 19%, 3%, -20%, -5%, -9%, -48%[2.33 µM]
CN1/C(=C/C(=O)c2cccs2)Sc2ccccc21
  68%[activator], -13%, -1%, 7%, -2%, nt, nt, nt, 12%
O=C(/C=C/c1cccc([N+](=O)[O-])c1)N1CCN(Cc2ccccc2)CC1
  -2%, 8%, -2%, 1%, ?, -2%, 0%, -20%, nt
Cc1nc(SCC(=O)NC2CC2)c2c(C)c(C)sc2n1
  -19%, 8%, 1%, 21%, -1%, -2%, -5%, 27%, 12%
Cc1c(NC(=O)c2c([N+](=O)[O-])cnn2C)c(=O)n(-c2ccccc2)n1C
  3%, -11%, -5%, 16%, -4%, -8%, 3%, 44%[activator], 18%
CC1CCc2sc(C(=O)NN)cc2C1 (stereo not drawn)
  13%, -27%, -16%, 26%, -17%, -11%, 4%, 31%, -11%
CCn1cc(C(=O)O)c(=O)c2cc(F)c(N3CCN(C(=S)NC(=O)c4cccc(C)c4)CC3)cc21
  3%, 8%, 4%, -6%, -1%, -22%, 4%, 44%[activator], -35%
Cc1cc2oc(C(=O)Nc3c(C)n(C)n(-c4ccccc4)c3=O)c(C)c2cc1Cl
  -13%, 38%, -4%, 24%, 5%, -7%, -14%, 33%[activator], -11%
Cc1ccc(Nc2nc(NCC3CCCO3)nc(N)c2[N+](=O)[O-])cc1 (stereo not drawn)
  -25%, -2%, -4%, 0%, -14%, -25%, -2%, -4%, 18%
COC(=O)c1sc2nc(SCc3cccc(Cl)c3)n(N)c(=O)c2c1C
  -7%, -11%, 5%, 3%, -5%, -19%, -1%, 120%[activator], -10%
COc1ccc(S(=O)(=O)c2cnc(SCC(=O)Nc3cc(F)ccc3C)[nH]c2=O)cc1Cl
  ?, 50µM*, -14%, nt, -4%, ?, -29%, -18%, -16%[59 µM]
Cc1ccccc1-n1c([C@@H]2C[C@H]2c2ccccc2)n[nH]c1=S
  -16%, 0%, -2%, 9%, -8%, -1%, -6%, -4%[58.9 µM], nt
O=C(COC(=O)c1c2c(nc3ccccc13)CCCC2)Nc1ccc2c(c1)OCO2
  ?, -25%, -7%, 8%, ?, -14%, -5%, -8%, -5%[59 µM]
CCCCCCc1cc2cc(-c3nnc(-c4ccc(C)cc4)o3)c(=O)oc2cc1O
  -4%, -8%, ?, nt, 60%, -7%, -1%, -4%, 43%[59 µM]
CCc1c(C)c2ccc(O)c(CN3CCN(c4ccccc4)CC3)c2oc1=O
  2%, 1%, -2%, nt, -10%, nt, -9%, 20%, -35%[59 µM]
COc1ccc(-c2cccc(C(=O)N3CCOCC3)c2)cc1
  -6%, -19%, -1%, 29%, -7%, -20%, -3%, 134%[activator], 6%
Nc1nnc(CC(=O)N/N=C/c2ccccc2OCc2ccc(F)cc2)s1
  -3%, 21%, -5%, -11%, -11%, -6%, -10%, 23%, -5%

Arranged by length of the SMILES (rising): three of the compounds above.
Fields – BAZ2B block, POLB inh, BLM helicase inh, APEX1 inh, Anesthetic bind, Pol eta inh, Pol kappa inh, POLI inh, G9a block
COc1ccc(-c2cccc(C(=O)N3CCOCC3)c2)cc1
  -6%, -19%, -1%, 29%, -7%, -20%, -3%, 134%[activator], 6%
CCc1c(C)c2ccc(O)c(CN3CCN(c4ccccc4)CC3)c2oc1=O
  2%, 1%, -2%, nt, -10%, nt, -9%, 20%, -35%[59 µM]
Cc1ccccc1-n1c([C@@H]2C[C@H]2c2ccccc2)n[nH]c1=S
  -16%, 0%, -2%, 9%, -8%, -1%, -6%, -4%[58.9 µM], nt
